ATXN2 expr inh: inhibitors of ATXN2 expression | HEK-293 ATXN2-luciferase reporter, luminescence, 24 h | Potency, µM (doses to about 57 µM), inactives show top-dose activity change, negative = inhibition, most hits filed as inhibitors | 0.72% of 360,000 active | AID 1745845; note: potency is the fitted concentration of half-maximal effect; % is set by controls: 0 for no effect and ±100 for the full control effect; nearly all actives have a fitted effect of over 55% in size
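ATXN2-luciferase reporter cells (luciferase flanked by upstream and downstream ATXN2 gene portions) were treated 24 h at 37 °C with compounds at up to 57 uM. SteadyGlo luminescence gave expression; GF-AFC fluorescence gave viability.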
TGFb SMAD3 inh: blocks TGF-b signaling; HepG2 CAGA-GFP TGF-b/SMAD3 reporter, GFP fluorescence, 18 h; TGF-beta stimulated, 500 pg/mL final; Potency, µM (top dose mostly 46.1 µM), for inactives: at the highest dose activity, negative = inhibition, actives largely listed as inhibitors; 1.2% of 410,000 active; AID 588855; note: potency is the fitted concentration of half-maximal effect; % is set by controls: 0 for no effect and ±100 for the full control effect; nearly all actives have a fitted effect of over 65% in size
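HEPG2 CAGA-GFP, 1000 cells/well; 2 h settle, 37 C; cpd via pin tool; TGF-b 500 pg/mL final; 18 h, 37 C; GFP imaging ex488/em500-530; %Activity normalised to -TGF-b and +DMSO controls; CRC fit, curve class.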
S2 tox: cell viability loss in ATXN counter-screen | S2 cells (HEK-293 line with an ATXN2-luciferase reporter) viability, CellTiter-Fluor protease fluorescence, 24 h | Potency, µM (doses to about 56.7 µM), hits mostly cytotoxic | 0.49% of 400,000 active; note: potency is the fitted concentration of half-maximal effect; nearly all actives have a fitted effect of over 40% in size
HepG2 viability: HepG2 cytotoxicity, counter-screen for TGF-b inhibitors. HepG2 CAGA-GFP viability, ATP luminescence, 18 h. Potency, µM (series often up to 46.1 µM), for inactives: top-dose activity change, negative = cytotoxicity, usual class: cytotoxic. 0.76% of 410,000 active; note: potency is the fitted concentration of half-maximal effect; some results filed as inactive show a strong effect at the top dose
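HepG2 CAGA-GFP cells (1000/well, DMEM with 1% FBS) received compound, then TGF-beta at 500 pg/mL final, and were incubated 18 hours at 37 degrees C. Viability was read by CellTiter-Glo luminescence. Media-only wells were set as complete cell-killing and DMSO as no toxicity.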
Nrf2 ARE act: activators of Nrf2 (ARE) signaling | AREc32 ARE-luciferase reporter (MCF7-derived line), luminescence, 24 h | Potency, µM (highest dose often 46.1 µM), inactives show top-dose activation, usual class: activators | 0.31% of 410,000 active | AID 624171; note: potency is the fitted concentration of half-maximal effect; % of control where 0% means no effect; nearly all actives have a fitted effect of over 65% in size
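AREc32_Fluc, 1000 cells/well, OPTI-MEM + 5% FBS, o/n 37 deg C 5% CO2; 23 nL cpd by pin tool, 24 hr; Steady-Glo 30 min RT, luminescence.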
IL-1B inflam inh: blocks inflammasome-driven IL-1 beta release | THP-1 LPS/ATP IL-1B secretion, AlphaLISA, 16 h; hits give low values | activity change, % at 57.5 µM | 4.7% of 360,000 active | AID 743279; in the data active = activity change below about -50%; inconclusive = mostly about -30% to -49%; note: % is set by controls: 0 for no effect and ±100 for the full control effect
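THP-1 cells pretreated 1 hr with compounds (up to 57.5 uM final), then stimulated with LPS (250 ng/mL final) plus ATP (1.25 mM final); secreted IL-1B measured by AlphaLISA after 16 hr, decreased signal indicating inhibition.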
A549 viability: counter-screen for Nrf2 inhibitors: cytotoxicity in A549 cells | A549 ARE-Fluc cells, CellTiter-Fluor viability, 18-24 h | Potency, µM (doses to about 46 µM), inactives show at the top dose activity change, negative = cytotoxicity, actives largely listed as inhibitors | 0.16% of 390,000 active; note: potency is the fitted concentration of half-maximal effect; % is set by controls: 0 for no effect and ±100 for the full control effect
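Cytotoxicity counterscreen: CellTiter-Fluor fluorescence was measured in A549 ARE_Fluc cells after 18-24 h of compound exposure in a concentration series. The subsequent BugLite luminescent read reports ARE-luciferase activity.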
Nrf2 block: inhibitors of Nrf2 signaling; A549 ARE-Fluc reporter, luciferase luminescence, 18-24 h; Potency, µM (top dose mostly 46 µM), for inactives: top-dose activity change, negative = inhibition, actives largely listed as inhibitors; 2.1% of 360,000 active; note: potency is the fitted concentration of half-maximal effect; % is set by controls: 0 for no effect and ±100 for the full control effect; nearly all actives have a fitted effect of over 60% in size
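Cells were seeded and rested 2 h, then exposed to compounds for 18-24 h. CellTiter-Fluor was read first as a viability measure. BugLite was added 15 min before the final luminescent read of ARE-luciferase activity in A549 cells.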
MCF10A rereplic: inducers of DNA re-replication in MCF 10A breast cells | MCF 10A DNA re-replication, Hoechst nuclear intensity, 48 h | Potency, µM (titrated, usually from 46.1 µM), without a hit: at the top dose activity, positive = re-replication, hits mostly activators | 2.9% of 350,000 active | AID 624296; note: potency is the fitted concentration of half-maximal effect; % of control where 0% means no effect; nearly all actives have a fitted effect of over 50% in size
An asterisk follows results filed as active; i = inactive; ? = inconclusive; . = no result given; & = joins results of further samples; [ ] = another dose, or the depositor's remark. Unless noted, calls come from the whole dose curve; as a rule, active = well fitted curve in the direction sought with a large enough effect; inconclusive = small, poorly fitted or top-dose-only effect, or another doubt; inactive = no such curve, though single readings can be large; an effect the other way counts as inactive or inconclusive. The order is random; overall some 8.8% were active at least once.

SMILES	ATXN2 expr inh	TGFb SMAD3 inh	S2 tox	HepG2 viability	Nrf2 ARE act	IL-1B inflam inh	A549 viability	Nrf2 block	MCF10A rereplic
COc1cc2c(cc1OC)C(C)N(C(=O)C(NC(=O)c1ccccc1)C(C)C)CC2 (stereo not given)	4%	-7%	i	-10%	2.3%	39	-3%	-25%	0%
CC(C)(C)c1ccc(NC(=O)CSc2n[nH]c(=O)n2C2CC2)cc1	.	15%	i	-47%	5.6%	44	-5%	-30%	0%
Cc1cc(NC(=O)CC2CCCC2)ccc1Br	74%[activator]	-4%	i	-27%	3.1%	-20	2%	?	25%
O=C(COC(=O)CCC(=O)c1ccc2c(c1)OCCO2)NCc1ccc2c(c1)OCO2	3%	2%	i	0%	0.3%	0	-2%	0%	-2%
CC1CCCCN1C(=O)C1CCN(S(=O)(=O)c2ccc(-n3cnnn3)cc2)CC1 (stereo not given)	5%	-9%	i	-3%	0.1%	33	0%	?	-2%
C/C(=N\NC(=O)c1cc(-c2cccnc2)nc2ccccc12)c1ccccc1O	?	0%	i	-54%	3.6%	63	-20%	?	?
COc1ccc(CNCc2ccccc2C(F)(F)F)cc1	?	6%	i	4%	1.6%	0	13%	-3%	?
C#CCOCCOCCOCCNc1nc(N2CCN(C(=O)[C@H](CCC(=O)O)n3cc(C(N)CO)nn3)CC2)nc(N2CCN(C(=O)[C@H](CCC(=O)O)n3cc(C(N)[C@H](C)CC)nn3)CC2)n1 (stereo not given in full)	-1%	-11%	i	-13%	0.2%	-1	-2%	-8%	-3%
Cc1cccc(N2CCn3c2nc2c3c(=O)n(C/C=C/c3ccccc3)c(=O)n2C)c1	.	-7%	.	-19%	0.7%	.	7%	11%	.
O=C(CN(C(=O)c1cc2c(s1)CCC2)C1CCCC1)NCc1cccs1	2%	-27%	i	-14%	-0.8%	?	-12%	?	?
CCOCN(C(=O)Cn1c(COC)nc2ccccc21)c1c(C)cccc1CC	1%&-2%	-22%&0%	?	-30%&-15%	1.2%&-0.6%	-5	-8%&-3%	0%&10%	0%
O=C(NCc1ccco1)c1ccc(N2CCOCC2)c([N+](=O)[O-])c1	.	0%	i	-22%	6.8%	0	-7%	-8%	1%
COc1ccc2c(c1)[C@H]1[C@H](CO2)[C@H](c2ccccc2)[C@]2(C)C(=O)N(CC3CCCO3)CC(=O)N12 (stereo not given in full)	10%	1%	i	0%	4.2%	-1	0%	?	-7%
CCOC(=O)N1CCC(NC(=O)C2CCCN(S(=O)(=O)c3ccc4c(c3)oc(=O)n4C)C2)CC1 (stereo not given)	-2%	-2%	i	4%	0.5%	18	24%	-8%	-8%
COc1ccc(C2c3c4c(n(C)c3CCN2C)CCN(C)C4c2ccc(OC)cc2)cc1 (stereo not given)	-21%	9%	i	-14%	0.1%	-55*	?	.	29%
CC(C)Oc1ccc(S(=O)(=O)N2CCOCC2)cc1NC(=O)CCCSc1ccccc1	-1%	23%	i	-13%	0.3%	14	1%	-15%	2%
CCCC(=O)NCCc1ccc(S(N)(=O)=O)cc1	9%	-21%	i	-8%	-0.1%	0	-8%	6%	0%
Nc1ccc2c(c1)nc(Cc1ccccc1)n2CCO	.	14%	i	20%	-0.2%	-3	12%	0%	9%
CN(c1ccccc1)c1nccc(=O)[nH]1	-6%	61%	i	2%	0.3%	6	9%	3%	-2%
Cc1ccc(S(=O)(=O)c2nnn3c2nc(N2CCN(c4ccccc4F)CC2)c2ccccc23)cc1C	.	0%	.	-4%	-0.1%	.	12%	18%	.
Cc1ccc(NC(=O)CCC(=O)NNS(=O)(=O)c2ccccc2)c(C)c1	-3%	0%	i	-4%	-0.1%	-11	-8%	?	15%
CC(C)(C)OC(=O)N1CCC(Cc2cc(-c3ccc(Cl)cc3)no2)(C(=O)O)CC1	8%	-7%	i	-2%	0.1%	21	-3%	-4%	-1%
CC1=NN(C(=O)c2ccccc2-n2cccc2)C(O)(C(F)(F)F)C1 (stereo not given)	2%	?	i	-16%	-0.6%	23	1%	-8%	6%
O=C(CN(c1ccc(F)cc1)S(=O)(=O)c1ccccc1)NCCSC1CCCCC1	-5%	?	i	-38%	3.1%	-59*	-4%	?	14%
Cc1nn(CCOc2ccccc2)c(=O)n1-c1ccccc1	40%[activator]	8%	?	4%	0.9%	3	-5%	?	-1%
O=C(NC1CCCCCC1)c1cc(S(=O)(=O)N2CCOCC2)ccc1N1CCCCC1	-20%	?	i	-1%	0.6%	?	-9%	?	21%
CC(=O)N1CCN(C(=S)Nc2ccc(Oc3ccccc3)cc2)CC1	-2%	-12%	i	-15%	1.5%	7	3%	-4%	?
CC(C)(C)c1cc(NC(=O)COC(=O)c2ccc3c(=O)n4c(nc3c2)CCC4)n(-c2ccccc2)n1	4%	-14%	i	-1%	-0.2%	17	2%	3%	-1%
CCOc1ccc(-n2c(=O)c3c(C)c(C(=O)N(C)C)sc3n(Cc3cc(C)ccc3C)c2=O)cc1	.	-4%	.	0%	0.1%	.	2%	.	.
CN(C)N=Nc1ccc2nc[nH]c2c1	.	1%	?	-1%	2.9%	-11	-4%	?	0%
CC1=C(C(=O)N2CCCC(N3CCN(c4cccc(C(F)(F)F)c4)CC3)C2)OCCO1 (stereo not given)	-4%	-22%	i	-13%	-0.1%	1	-6%	-16%	2%
N#CC1(C#N)C(c2ccccc2)OC23CCCCCC2C1(C#N)C(=N)O3 (stereo not given)	-15%	?	i	-9%	2.4%	-26	-1%	3%	-7%
O=C(COC(=O)c1cc(S(=O)(=O)N2CCOCC2)ccc1Cl)Nc1ccccc1Cl	7%	-6%	i	9%	-0.4%	13	-4%	19%	0%
CC(=O)Nc1cccc(Oc2ccc3c(c2)C(=O)NC3=O)c1	26%	19%	i	-1%	2.6%	10	2%	1%	0%
CCCN(CC(=O)Nc1ccccc1OC)C(=O)c1cccc(S(=O)(=O)NCc2ccccc2)c1	5%	8%	?	8%	0.3%	-13	-16%	?	1%
Cc1cc(NS(=O)(=O)c2ccc(OCCNS(C)(=O)=O)cc2)no1	0%	2%	i	1%	-0.6%	0	4%	6%	?
CC1=C/C(=N\OC(=O)/C=C/c2ccccc2)C(C)=CC1=O	24%	0%	i	-3%	0.8%	-17	3%	-6%	9%
COc1ccc(OC)c(NC(=O)CSc2c3c(nc4ccccc24)CCCC3)c1	?	?	.	13µM*	-5.5%	.	-8%	?	.
COC(=O)c1ccc(COc2cccc3c2CCN(Cc2ccccc2)C3=O)o1	-16%	?	i	8%	2.8%	-3	8%	16%	?
CC(C)Cn1c(N)c(C(=O)NCc2cccs2)c2nc3ccccc3nc21	?	16µM*	i	-104%	0.3%	-26	18%	-2%	?

8 of the compounds above, with bars between the fields.
SMILES | ATXN2 expr inh | TGFb SMAD3 inh | S2 tox | HepG2 viability | Nrf2 ARE act | IL-1B inflam inh | A549 viability | Nrf2 block | MCF10A rereplic
CC(=O)N1CCN(C(=S)Nc2ccc(Oc3ccccc3)cc2)CC1 | -2% | -12% | i | -15% | 1.5% | 7 | 3% | -4% | ?
CC(C)(C)c1cc(NC(=O)COC(=O)c2ccc3c(=O)n4c(nc3c2)CCC4)n(-c2ccccc2)n1 | 4% | -14% | i | -1% | -0.2% | 17 | 2% | 3% | -1%
CCOc1ccc(-n2c(=O)c3c(C)c(C(=O)N(C)C)sc3n(Cc3cc(C)ccc3C)c2=O)cc1 | . | -4% | . | 0% | 0.1% | . | 2% | . | .
CN(C)N=Nc1ccc2nc[nH]c2c1 | . | 1% | ? | -1% | 2.9% | -11 | -4% | ? | 0%
CC1=C(C(=O)N2CCCC(N3CCN(c4cccc(C(F)(F)F)c4)CC3)C2)OCCO1 (stereo not given) | -4% | -22% | i | -13% | -0.1% | 1 | -6% | -16% | 2%
N#CC1(C#N)C(c2ccccc2)OC23CCCCCC2C1(C#N)C(=N)O3 (stereo not given) | -15% | ? | i | -9% | 2.4% | -26 | -1% | 3% | -7%
O=C(COC(=O)c1cc(S(=O)(=O)N2CCOCC2)ccc1Cl)Nc1ccccc1Cl | 7% | -6% | i | 9% | -0.4% | 13 | -4% | 19% | 0%
CC(=O)Nc1cccc(Oc2ccc3c(c2)C(=O)NC3=O)c1 | 26% | 19% | i | -1% | 2.6% | 10 | 2% | 1% | 0%

(cont.)
SMILES	ATXN2 expr inh	TGFb SMAD3 inh	S2 tox	HepG2 viability	Nrf2 ARE act	IL-1B inflam inh	A549 viability	Nrf2 block	MCF10A rereplic
CCOC(=O)N1CCN(Cc2cn[nH]c2-c2cccc3ccccc23)CC1	.	-2%	i	-7%	0.4%	-15	5%	-3%	3%
O=C(Nc1ccccc1-c1nnn(CC(=O)N2CCOCC2)n1)c1ccccc1F	-7%	5%	i	2%	-1.1%	-13	1%	-14%	-3%
COc1ccccc1CNC(=O)CS(=O)(=O)Cc1ccccc1	1%	3%	i	4%	-0.3%	-8	-7%	4%	0%
O=C(O)CCC(=O)CCC(=O)c1ccc(Cl)cc1	0%	-15%	?	-19%	0.2%	13	-7%	-20%	7%
COc1ccc(S(=O)(=O)N(CCc2ccccc2)CC(=O)O)cc1C	1%	-21%	i	-9%	0.4%	2	14%	-12%	-2%
CCCCNC(=O)C1(C)CCC(=O)N1CCc1c[nH]c2ccccc12 (stereo not given)	14%	-2%	i	0%	-1.8%	7	.	.	.

3 entries out of the list above, ordered by the value under Nrf2 ARE act, rising:
structure | Nrf2 ARE act
O=C(Nc1ccccc1-c1nnn(CC(=O)N2CCOCC2)n1)c1ccccc1F | -1.1%
COc1ccccc1CNC(=O)CS(=O)(=O)Cc1ccccc1 | -0.3%
COc1ccc(S(=O)(=O)N(CCc2ccccc2)CC(=O)O)cc1C | 0.4%

Bioassay records (PubChem)
